Source: PubChem BioAssay
Rhodamine fluor = compound autofluorescence in rhodamine spectral region; Rhodamine-region fluorescence, 547/598 nm, Tris buffer; active compounds read high; hit rate 0.05% among 59,000; max dye-equivalent concentration, M; in the data active = max dye-equivalent concentration above about 11 nM; inconclusive = between about 1.1 nM and that limit
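Intrinsic compound fluorescence, ex 547 / em 598 nm, CCD imager. Tris 100 mM pH 8.0; 15 min RT. Output = rhodamine dye-equivalent concentration at each compound concentration.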
A350 fluor = A350 region autofluorescence | Compound autofluorescence, 340/450 nm, Alexa 350 dye-equivalents; active compounds read high | max dye-equivalent concentration, M | hit rate 11% among 59,000; in the data active = max dye-equivalent concentration above about 10 nM; inconclusive = mostly about 1.1 nM to 9.6 nM
Casp7 inh = allosteric or competitive inhibitors of human caspase-7 | P55210 | recombinant caspase-7, Ac-DEVD-AFC fluorescence rate | Potency, µM (series often up to 57.5 µM), for inactives: at the top dose activity change, negative = inhibition, usual class: inhibitors | hit rate 0.02% among 75,000; active = well fitted inhibition curve with a large enough effect in the main read-out, with a control signal flat, not every such curve was filed as active; inconclusive = small, poorly fitted or top-dose-only effect, or a change in a side signal; note: potency is the fitted concentration of half-maximal effect; % of control where 0% means no effect
HEK293 cAMP ctrl = parental HEK293 cAMP activation (counter-screen); parental HEK293 CNG cAMP sensor, membrane potential fluorescence; Potency, µM (titrated, usually from 57.1 µM), for inactives: at the top dose activation, hits mostly activators; hit rate 2.5% among 73,000; note: potency is the fitted concentration of half-maximal effect; % of control where 0% means no effect; nearly all actives have a fitted effect of over 55% in size
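Parental HEK 293 cells stably expressing a cAMP-gated CNG channel were loaded with membrane potential dye containing 100 uM RO 20-1724 for 60 min. Compound added for 30 min; depolarization read as fluorescence intensity at 590 nm.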
USP2a inh = blocks human ubiquitin-specific protease USP2a. O75604. hit rate 0.1% among 60,000. USP2a enzymatic assay, qHTS inhibition. Potency, µM (highest dose often 38.3 µM), for inactives: at the top dose activity change, negative = inhibition, most hits filed as inhibitors;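 note: potency is the fitted concentration of half-maximal effect; nearly all actives have a fitted effect of over 60% in size; plate controls were DMSO for no effect and NEM full inhibition control for full effect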
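USP2 core (20 nM final) was preincubated with compound for 30 min at RT in 20 mM Tris-HCl pH 8.0, 2 mM CaCl2, 2 mM beta-mercaptoethanol; Ub-PLA2 (20 nM) plus NBD C6-HPC (20 uM) then added, fluorescence read after 2.5 h.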
4-MU autofl = compounds fluorescent in 4-MU spectral region; compound autofluorescence, 340/450 nm, 4-MU equivalents; active compounds read high; max dye-equivalent concentration, M; hit rate 11% among 59,000; AID 589; in the data active = max dye-equivalent concentration above about 10 nM; inconclusive = mostly about 1.1 nM to 9.6 nM
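Compounds in 100 mM Tris, pH 8.0, sat 15 min at room temperature before fluorescence was read at 340 nm excitation/450 nm emission; a per-plate six-point 4-MU standard curve converted signals to dye-equivalent concentration at each compound concentration.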
Fluorescein fluor = compound fluoresces in the fluorescein spectral region | max fluorescein-equivalent concentration, M | hit rate 0.91% among 59,000 | Compound autofluorescence, 480/540 nm, fluorescein-equivalent; active compounds read high; in the data active = max fluorescein-equivalent concentration above about 10 nM; inconclusive = between about 1.1 nM and that limit
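Library compounds, added at multiple concentrations to pH 8.0 Tris buffer (100 mM), incubate 15 min at room temperature before CCD imaging at 480 nm excitation and 540 nm emission.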
Texas Red fluor = compound fluoresces in the Texas Red spectral region. hit rate 0.06% among 59,000. AID 587. max dye-equivalent concentration, M. Compound fluorescence, Texas Red channel, 547/618 nm; active compounds read high; in the data active = max dye-equivalent concentration above about 10 nM; inconclusive = between about 1.1 nM and that limit
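Compound fluorescence was read after 15 min at room temperature in 100 mM Tris, pH 8.0, using 547 nm excitation and 618 nm emission across a concentration series. It was expressed as Texas Red dye-equivalent concentration from an on-plate standard curve.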
BRCT PPI red = disrupts BRCA1 BRCT binding to phosphoprotein, red fluorophore readout. P38398. BRCT-phosphopeptide binding, red fluorescence polarization. Potency, µM (doses to about 76.9 µM), without a hit: at the top dose activity change, negative = inhibition, hits mostly inhibitors. hit rate 0.03% among 75,000. AID 892; note: % is set by controls: 0 for no effect and ±100 for the full control effect
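Fluorescence polarization: 100 nM His-tagged BRCA1 BRCT with 100 nM TAMRA-labelled phospho-BACH1 decapeptide, phosphate buffer pH 7.3 with 150 mM NaCl, DTT, 0.01% Tween 20; 12 min RT. Binding inhibition seen as FP decrease.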
Casp1 inh = allosteric or competitive inhibitors of human caspase-1; P29466; Potency, µM (highest dose often 57.5 µM), without a hit: at the top dose activity change, negative = inhibition, hits mostly inhibitors; hit rate 0.03% among 75,000; AID 900; Caspase-1 enzyme, Ac-WEHD-AFC fluorogenic rate;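 note: potency is the fitted concentration of half-maximal effect; plate controls were vehicle for no effect and no substrate for full effect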
BRCT PPI green = blocks human BRCA1 BRCT binding to phosphopeptide, green readout; P38398; BRCA1 BRCT-phosphopeptide binding, green fluorescence polarization; Potency, µM (titrated, usually from 76.9 µM), for inactives: at the highest dose activity change, negative = inhibition, hits mostly inhibitors; hit rate 0.05% among 75,000; AID 875;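 note: potency is the fitted concentration of half-maximal effect; plate controls were peptide without protein for full effect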
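Compounds were incubated for 12 min at room temperature with a complex of 100 nM fluorescein-tagged pBACH1 decapeptide and 250 nM His-tagged BRCT protein. Buffer was phosphate pH 7.3 with EDTA, DTT and Tween 20. Disruption of binding lowers the polarization signal.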
* marks the source's active call; other numbers are inactive results; i = inactive; ? = inconclusive; . = no result given; [ ] = remark or other dose. Unless noted, calls come from the whole dose curve; as a rule, active = well fitted curve in the direction sought with a large enough effect; inconclusive = small, poorly fitted or top-dose-only effect, or another doubt; inactive = no such curve, though single readings can be large; an effect the other way counts as inactive or inconclusive.

compound | Rhodamine fluor | A350 fluor | Casp7 inh | HEK293 cAMP ctrl | USP2a inh | 4-MU autofl | Fluorescein fluor | Texas Red fluor | BRCT PPI red | Casp1 inh | BRCT PPI green
COCCn1nnnc1C(CC(C)C)N1CCN(c2cccc(OC)c2)CC1 (stereo unspecified) | i | i | 2% | ? | . | i | i | i | -1.9% | -2% | -2.9%
Cc1cc(C(=O)NCCC2=CCCCC2)no1 | i | i | 1% | 4% | -1% | i | i | i | 1.6% | 0% | 1.1%
NC(=O)CSc1nnc(COc2ccccc2)n1C1CCCCC1 | i | ? | 8% | 9% | 6% | i | ? | ? | -2.6% | 1% | -2.6%
Cc1ccc2oc(=O)c3cnn(CC(=O)NCCC(C)C)c3c2c1 | . | . | 1% | 12% | . | . | . | . | 0.8% | 1% | 0.9%
CCOC(=O)N1CCN(C(=O)Nc2ccc(Cl)cc2Cl)CC1 | i | i | 1% | 3% | -5% | i | i | ? | -0.6% | 1% | 6.3%
C=CCn1c(=O)c(C(=O)NCCN(CC)CC)c(O)c2ccccc21 | i | ? | . | . | . | i | i | i | . | . | .
CCC(C)NC(=O)Cn1c(=O)n(-c2ccccc2)c(=O)c2ccc(C(=O)NCc3ccco3)cc21 (stereo unspecified) | i | i | -1% | -2% | 9% | i | i | ? | 0.8% | 0% | -2.7%
Cc1ccc2c(C(=O)CN3CCCCC3CCO)c(C)[nH]c2c1 (stereo unspecified) | i | i | -5% | 18% | 16% | i | ? | i | 0.9% | -5% | -1.0%
CCn1c(C)nc2cc(C(=O)OCCC(F)(F)F)ccc21 | i | i | 8% | 10% | 0% | i | ? | i | 0.6% | 1% | 0.3%
CC(C)Oc1snc(Cl)c1C(N)=O | i | i | 1% | -3% | -1% | i | i | ? | -0.4% | 0% | -1.0%
COc1ccc(N(CC(=O)NC2CCCCC2)S(=O)(=O)c2cccnc2)cc1 | . | . | 0% | 7% | . | . | . | . | 0.9% | -2% | -0.7%
CN(C)c1ccc(C(=O)C(O)c2ccc(C(C)(C)C)cc2)cc1 (stereo unspecified) | . | . | -9% | 0% | -1% | . | . | . | -1.5% | -3% | -0.9%
O=C(CSc1ncnc2nc[nH]c12)c1ccccc1 | i | i | 1%[11.5 µM] | -10%[11.4 µM] | . | i | i | i | 0.3%[15.4 µM] | 1%[11.5 µM] | 0.2%[15.4 µM]
N#Cc1cccc(-c2cncnc2NCc2cccnc2)c1 | i | i | -4% | 3% | -5% | i | i | i | 0.3% | 0% | -1.0%
CN(c1ccccc1C(=O)Nc1ccccc1C(=O)NCc1ccco1)S(C)(=O)=O | i | i | -1% | -2% | 24% | i | i | i | -1.1% | 0% | 1.5%
CC(C)Oc1ccc(CNC2CCOC(C)(C)C2)cc1 (stereo unspecified) | i | i | -6% | -2% | 1% | i | i | i | 0.7% | 2% | -0.6%
O=C(O)c1c(-c2nccc3ccccc23)[nH]c(-c2ccccc2)c1S(=O)(=O)O | i | 4.5e-08M* | -1%[11.5 µM] | 23%[11.4 µM] | . | 4.2e-08M* | ? | i | -0.3%[15.4 µM] | -5%[11.5 µM] | -2.3%[15.4 µM]
CCOC(=O)CCCCC(=O)c1[nH]c(=O)[nH]c1Cn1ccnc1 | i | i | 0% | 6% | -5% | i | i | ? | -0.3% | 1% | -2.1%
Cc1cc(=O)n2nc(N3CCCC3C(=O)NCCCN3CC(C)CC(C)C3)sc2n1 (stereo unspecified) | i | i | 3% | 2% | 3% | i | i | i | -2.9% | 1% | -0.3%
O=C(COc1ccc(N2CC(C(=O)O)CC2=O)cc1)Nc1cccc(C(F)(F)F)c1 (stereo unspecified) | i | i | -1% | 8% | 8% | i | i | i | 1.2% | 1% | -2.7%
Cc1cc(=S)cc(C)n1CCCO | i | i | 2% | 18% | 0% | i | i | i | -0.3% | -1% | 0.1%
C=CCn1c(SCc2c(F)c(F)c(F)c(F)c2F)nc(O)cc1=O | i | ? | . | . | . | ? | i | i | . | . | .
O=c1[nH]cnc2c1C1(CCCC1)Cc1ccccc1-2 | . | . | -8% | 16% | -2% | . | . | . | -0.1% | -3% | -1.2%
CCCCS(=O)(=O)Nc1ccc(Cc2ccncc2)cc1 | i | i | 0% | -8% | 5% | i | i | ? | 0.3% | 0% | 0.1%
COC(=O)c1ccccc1NC(=O)CN1CCC(n2nnc3cc(C)ccc32)CC1 | i | i | -1% | 15% | . | i | ? | i | 0.3% | -1% | -1.1%
CC(=O)Nc1nc2ccccc2n1CCN(C)C | . | . | 1% | 1% | 1% | . | . | . | 0.0% | -2% | -0.7%
COc1cccc(-n2nnc3c(=O)n(Cc4ccc(Cl)cc4)cnc32)c1 | i | ? | 0% | ? | 15% | ? | i | ? | -0.5% | -1% | -2.1%
CCC(Sc1nc2cc(OC)c(OC)cc2c2nc(C)nn12)C(=O)NCc1ccco1 (stereo unspecified) | i | i | 1% | 5% | -2% | i | i | i | -1.3% | 2% | -0.3%
CCc1ncc(C(=O)c2ccc(OC)cc2)n1C | . | . | -1% | -3% | -4% | . | . | . | -0.1% | -2% | 0.7%
CC(C)C(=O)N(c1ccc(F)cc1)C1C=CS(=O)(=O)C1 (stereo unspecified) | i | i | 3% | 22% | 0% | i | i | i | 0.0% | 2% | -0.2%
O=C(O)c1ccc(S(=O)(=O)N2CCC(c3nc(-c4ccccc4Cl)no3)CC2)cc1 | i | i | -1% | -11% | 3% | i | i | i | -0.9% | -1% | 0.2%
Nc1nc(-c2cccnc2)cc(-c2cc(-c3cccnc3)nc(N)n2)n1 | i | i | -3%[11.5 µM] | -2%[11.4 µM] | . | i | i | ? | -0.8%[15.4 µM] | -3%[11.5 µM] | -0.9%[15.4 µM]
COc1ccc(N2CCN(C(c3cccc(OC)c3OC)c3nnnn3C3CCCC3)CC2)cc1 (stereo unspecified) | i | i | 1% | ? | . | i | i | i | -0.2% | -3% | 0.1%
COCC(=O)NCc1ccc2c(c1)cc(C)n2C | i | ? | -8% | 9% | 3% | i | ? | i | -3.5% | -15% | -3.7%
Cc1ccc(NC(=O)CC2Nc3ccccc3NC2=O)cc1Cl (stereo unspecified) | . | . | -29% | -3% | 5% | . | . | . | 2.1% | ? | -3.2%
Cc1onc(-c2ccccc2Cl)c1C(=O)NCc1cccs1 | i | i | 0% | -2% | 10% | i | i | ? | -0.7% | 0% | -1.3%
Cc1cc(=O)oc(C)c1C(=O)NCCc1ccccc1 | i | ? | . | . | . | ? | i | i | . | . | .
Cc1nnc2sc(-c3cc4ccccc4o3)nn12 | i | ? | 0% | 12% | 4% | ? | i | ? | -0.5% | 1% | -0.6%
COC(=O)c1ccccc1NC(=O)Cn1cc(Br)cn1 | i | i | 2% | 22% | 1% | i | i | i | -0.3% | 1% | 1.3%
Nc1ccc2c(c1)CCC2=O | i | i | ? | -2% | -2% | i | ? | i | -1.2% | ? | 3.6%

The final 2 compounds of the part above are carried over, then new ones follow:
compound | Rhodamine fluor | A350 fluor | Casp7 inh | HEK293 cAMP ctrl | USP2a inh | 4-MU autofl | Fluorescein fluor | Texas Red fluor | BRCT PPI red | Casp1 inh | BRCT PPI green
COC(=O)c1ccccc1NC(=O)Cn1cc(Br)cn1 | i | i | 2% | 22% | 1% | i | i | i | -0.3% | 1% | 1.3%
Nc1ccc2c(c1)CCC2=O | i | i | ? | -2% | -2% | i | ? | i | -1.2% | ? | 3.6%
O=C(O)c1ccc(Cl)c(S(=O)(=O)NCc2ccco2)c1 | i | ? | 5% | 1% | -8% | i | ? | ? | -0.6% | -1% | -0.7%
O=c1c2cnn(-c3ccccc3)c2ncn1Cc1ccccc1F | . | . | 3% | 8% | . | . | . | . | -0.3% | -1% | 1.8%
CCc1nc2c(n1O)CCc1nonc1-2 | i | i | 0% | 1% | -3% | i | i | i | 0.2% | -11% | -0.8%
Cc1cc(NC(=O)CSc2nc3ccccc3c(=O)n2Cc2ccccc2)no1 | i | i | -5% | 21% | -3% | i | i | i | 2.1% | -6% | -1.1%
CCOC(=O)c1sc(=S)n(Cc2ccccc2)c1N | i | i | 2% | -8% | -2% | i | ? | i | 0.9% | 3% | -0.1%
CN1Cc2c(N3CCOCC3)nc(SCc3ccccc3)c(C#N)c2CC1(C)C | i | ? | . | . | . | ? | i | i | . | . | .
CC(C)CC(NC(=O)COc1ccccc1)C(=O)O (stereo unspecified) | i | ? | 2% | 4% | 0% | ? | i | i | -0.6% | 1% | -0.8%
CCCn1c2c(c(O)c(C(=O)Nc3ncccc3O)c1=O)CCCC2 | i | ? | -5% | 9% | 36%[activator] | ? | i | i | 1.0% | -9% | 0.0%
COCCn1nnnc1CN1C2CCCC1CC(NC(C)=O)C2 (stereo unspecified) | i | 1.5e-08M* | -4% | 2% | -5% | 1e-08M* | ? | i | -0.7% | -1% | -2.8%
CCC(Sc1nc(C)cc(=O)[nH]1)C(=O)Nc1nnc(C)s1 (stereo unspecified) | i | i | 0% | 0% | -1% | i | ? | i | 0.7% | 0% | -0.4%
O=C1CCCC(O)=C1C1C2=C(CCCC2=O)Oc2ccccc21 (stereo unspecified) | . | . | 1% | ? | -9% | . | . | . | -0.1% | -1% | 2.0%

Not all compounds are listed; rates above refer to the full screens.
